High-throughput results: PubChem, several laboratories
TNF necrop inh: inhibitors of TNF-alpha induced necroptosis in Jurkat FADD-/- cells; Jurkat FADD-/- TNF necroptosis rescue, ATP luminescence, 24 h; 0 = TNF only, 100 = no-TNF cells; activation (protection from cell death), % at 10 µM; 220,000 tested, 0.068% active;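 active means activation, meaning protection from cell death, of at least 50% relative to plate controls; inactive means activation below 50%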;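 further: necroptosis triggered by 40 ng/mL TNF-alpha added together with compound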
RBBP9 inhibitor: inhibitors of human serine hydrolase RBBP9; inhibition, % at 7.94 µM; recombinant RBBP9, FP-Rh probe fluorescence polarization; O75884; AID 1515; 220,000 tested, 0.2% active;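 active means inhibition above the campaign mean of all tested compounds plus 3 SD, cut at about 14% in these data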;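 further: plate controls were DMSO wells with RBBP9 for no effect and wells lacking RBBP9 protein for full effect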
Target sequence (O75884 whole entry, looked up): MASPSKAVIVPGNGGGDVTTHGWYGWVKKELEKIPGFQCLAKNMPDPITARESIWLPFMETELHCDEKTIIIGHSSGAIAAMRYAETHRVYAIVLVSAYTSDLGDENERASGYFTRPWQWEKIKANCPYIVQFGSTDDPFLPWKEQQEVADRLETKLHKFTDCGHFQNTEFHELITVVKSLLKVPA
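Test system: recombinant human RBBP9; Timing: 30 min then 45 min, 25 °C; Detection: fluorescence polarization; Control set: RBBP9 with DMSO as uninhibited control, no-protein wells as full inhibition; Compound dosing: one concentration, 7.94 µM nominal, 0.794% DMSO; Probe or stimulus: FP-Rh activity-based probe, 375 nM before mixing.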
Wee1 degr inh: inhibitors of human Wee1 degradation. 220,000 tested, 1.2% active. HeLa Luc-Wee1K328M stability, luciferase luminescence; 100% = proteasome inhibitor MG132 effect. reporter increase, % at 5 µM. AID 1321. P30291;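 active means activation above the mean of all tested compounds plus 3 SD, set per screening run, cut at about 8.8% in these data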;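 further: cells exposed to compound for 20 h before luminescence read; 0% = DMSO alone and 100% = MG132 at 30 µM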
Ba/F3 V617F tox: loss of viability in JAK2V617F-driven Ba/F3 cells; 220,000 tested, 1.1% active; inhibition, % at 5.6 µM; Ba/F3 EpoR-JAK2V617F viability, ATP luminescence;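 active means inhibition above the campaign mean plus 3 SD over all tested compounds, cut at about 24% in these data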;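 further: cytokine-independent growth of Ba/F3 cells driven by EpoR plus mutant JAK2; 0% = DMSO-treated cells and 100% = JAK inhibitor I control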
TRPML3 ag: agonists of human TRPML3 channel; Q8TDD5; HEK293 TRPML3-YFP, Fluo-8 calcium fluorescence; 100% = the carbachol control signal; 220,000 tested, 0.29% active; activation, % at 3 µM;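 active means activation above its plate's cutoff, the mean activation of the plate's test wells plus 3 SD, cut at about 12% in these data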;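 further: 0% = DMSO only wells and 100% = carbachol wells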
Target sequence (Q8TDD5 whole entry, looked up): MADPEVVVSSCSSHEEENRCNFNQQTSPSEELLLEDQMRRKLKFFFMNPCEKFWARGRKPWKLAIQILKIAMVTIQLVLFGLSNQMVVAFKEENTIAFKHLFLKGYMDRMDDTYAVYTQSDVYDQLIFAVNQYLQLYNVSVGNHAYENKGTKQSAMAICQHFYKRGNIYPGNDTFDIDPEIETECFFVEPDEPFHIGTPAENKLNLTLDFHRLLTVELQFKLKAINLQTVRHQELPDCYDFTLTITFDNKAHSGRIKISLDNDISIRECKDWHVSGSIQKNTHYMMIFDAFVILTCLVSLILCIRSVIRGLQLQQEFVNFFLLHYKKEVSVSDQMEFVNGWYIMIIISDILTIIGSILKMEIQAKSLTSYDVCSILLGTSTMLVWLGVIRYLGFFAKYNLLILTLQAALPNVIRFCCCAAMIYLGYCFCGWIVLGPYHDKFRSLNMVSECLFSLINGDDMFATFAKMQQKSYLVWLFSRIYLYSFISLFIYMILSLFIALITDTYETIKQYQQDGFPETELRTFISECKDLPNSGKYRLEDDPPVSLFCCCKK
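Material: TRPML3-YFP stable HEK293 cells | Dosing: One concentration, 3 µM nominal, 0.3% DMSO | Timing: 125 s total fluorescence read per well | Technique: Fluo-8 calcium dye fluorescence, ex 470-495, em 515-575 nm | Measure: Percent activation from peak-to-basal fluorescence ratio, scaled between DMSO and carbachol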
CHOP inhibitor: inhibitors of CHOP induction in ER stress response | CHO-K1 CHOP-promoter luciferase, tunicamycin-induced, 15-18 h | inhibition, % at 10 µM | 220,000 tested, 3.8% active;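 active means compounds that reduced the stress-induced luciferase reporter signal by more than about 70% of percent inhibition, limit read from the data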;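 further: 0% = tunicamycin plus vehicle and 100% = wells without tunicamycin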
PPC-1+TRAIL kill: PPC-1 cancer cell killing with TRAIL present; PPC-1 cells + TRAIL, ATPLite viability luminescence; cell killing (% activity), % at 4 µM; 220,000 tested, 0.41% active; AID 1443;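 active means cell killing above 50% in the first pass at 4 µM, then a duplicate retest at 5 µM averaging 50% or more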;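 further: plate controls were cells with TRAIL plus DMSO for no effect and medium-only wells lacking cells for full effect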
BaF3 parental: counter-screen for JAK2V617F inhibitors: parental Ba/F3 viability inhibitors. CellTiter-Glo ATP luminescence. inhibition, % at 5.6 µM. 220,000 tested, 1.1% active. AID 1486;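 active means inhibition above a per-campaign cutoff, the mean inhibition of all tested compounds plus 3 SD, cut at about 27% in these data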;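 further: 0% = DMSO wells and 100% = JAK Inhibitor I control wells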
zfTRPN1 agonist: activates the zebrafish TRPN1 channel | HEK293 zebrafish TRPN1-YFP, Fluo-8 calcium fluorescence; 100% = response to 87 µM carbachol | activation, % at 3 µM | 220,000 tested, 0.18% active;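 active means activation above its plate's cutoff, the mean activation of test wells on that plate plus 3 SD, cut at about 19% in these data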;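 further: 0% = DMSO alone and 100% = 87 µM carbachol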
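System: zebrafish TRPN1-YFP in HEK293 cells / Dosing: 3 µM single point / Timing: dye loading 1 h at 37 °C, then 30 min room temperature / Signal: Fluo-8 calcium fluorescence, excitation 470-495 nm, emission 515-575 nm / Read-out basis: percent activation from peak over basal fluorescence ratio, control-normalized / Control set: high carbachol 87 µM, low DMSO alone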
Active calls of the source: *; / = not tested or not shown; [ ] = remark or other dose. Compounds as they come. Share with any hit: about 6.8%.

Below each compound: TRPML3 ag, BaF3 parental, RBBP9 inhibitor, CHOP inhibitor, Wee1 degr inh, TNF necrop inh, PPC-1+TRAIL kill, Ba/F3 V617F tox, zfTRPN1 agonist
- CCOC(=O)C(C)(C)Sc1nc2c(cnn2-c2ccc(Cl)cc2)c(=O)[nH]1
→ -0.2, 0, -8, 47, 2, -1.0, 17, -4, -1.2
- Cc1ccc(F)cc1NC(=O)C1CCCN(c2ncccn2)C1 (stereo not given)
→ 0.6, 5, -9, -21, 1, -0.6, 8, -6, -1.4
- CC(C)=C1SC(N2CCN(c3cccc(Cl)c3)CC2)=NC1=O
→ -0.6, 2, -3, 9, 6, 3.8, 34, 6, -1.4
- O=c1c(-c2ccnn2-c2cccc(Cl)c2)cnc2n1CCS2
→ 1.0, -2, -2, -2, -1, -0.7, 1, -4, -0.5
- Cc1nc(Cc2ccc(OC(C)C)cc2)[nH]c(=O)c1CC(=O)O
→ 0.5, 1, -9, 2, -4, 0.8, 3, 3, 0.1
- Cc1ccc(S(=O)(=O)NCCSc2ccccc2)cc1[N+](=O)[O-]
→ 0.3, 7, 1, 33, -4, 0.9, 4, 1, -1.8
- COc1ccc(CC(=O)O/N=C(\N)c2ccc(C)cc2)cc1
→ -0.6, 0, -1, 6, 0, 2.6, 19, -2, 1.0
- Cc1cnc(NC(=O)c2ccc(OCC3CCCO3)cc2)s1 (stereo not given)
→ 1.8, 6, -4, 43, -4, 38, 83*[5 µM], 2, 1.7
- CCC(=O)NC(Nc1ncc(C)s1)(C(=O)OC)C(F)(F)F (stereo not given)
→ 0.4, 3, 3, 14, 0, -2.9, 18, -4, -0.2
- Cc1nc2ccc(NC(=O)c3ccc(Cl)s3)cc2s1
→ 0.5, 9, -8, 4, 4, 0.4, 22, 1, 2.3
- O=[N+]([O-])c1ccc2oc(-c3cccc(O)c3)nc2c1
→ 1.9, 11, -4, -22, 7, -2.0, 17, 3, 2.3
- O=C(Nc1ccccc1)Nc1ccc2ocnc2c1
→ 0.7, 1, -2, -23, -4, -2.2, 32, -3, -0.6
- O=C(NC1CCCCC1)C(=S)NCCc1ccccc1
→ 0.4, 6, 6, 7, -3, 1.4, -4, 5, -0.9
- CC(C)OC(=O)c1cc(NC(=S)Nc2ccc([N+](=O)[O-])cc2)cc(C(=O)OC(C)C)c1
→ 0.6, 6, -7, 75*, -2, -23, -9, 4, 0.0
- CC1=CC(c2ccccc2)n2nc(NC(=O)CCC(=O)O)nc2N1 (stereo not given)
→ -0.3, -4, -5, -26, -2, -2.4, -7, -1, 2.0
- Cc1cc(C)c(C)c(S(=O)(=O)N2CCN(CC(=O)Nc3sccc3C#N)CC2)c1C
→ 0.5, 5, -7, 27, 0, 1.5, 9, 3, -0.7
- O=C(O)c1ccccc1C(=O)NCc1cccnc1
→ 0.2, 4, -5, -12, -3, -0.4, 6, 4, -0.3
- Oc1ccc(-c2csc(-c3ccccc3)n2)cc1O
→ -0.2, 23, -9, -92, 4, -13, 12, 57*, -1.6
- O=C1C2C3C=CC([C@@H]2C(=O)N1C1CCCCC1)[C@H]1C(=O)N(C2CCCCC2)C(=O)C31 (stereo not given in full)
→ -0.5, -1, -5, 50, 0, -0.5, 2, -4, 0.3
- CCOc1ccc(-c2csc(NNC3=NCCCCC3)n2)cc1
→ 0.3, -2, 3, 75*, 0, -2.0, 21, -4, -1.7
- COC(=O)[C@H](CCSC)NC(=O)NCc1ccccc1F
→ 0.3, 6, -5, 25, 1, -1.1, 15, 5, -1.1
- CCOC(=O)C(NC(=O)N1CCCCC1)(c1ccccc1)C(F)(F)F (stereo not given)
→ 0.4, 4, 0, 18, 1, 1.1, -14, 1, 0.9
- Cc1cc(-c2cccs2)n[nH]1
→ 0.0, 5, 8, 8, 3, 2.7, 10, -2, 3.8
- CC(=O)N1c2c(cc(Br)cc2S(=O)(=O)NCC2COc3ccccc3O2)CC1C (stereo not given)
→ -0.2, 0, -5, 26, -3, -2.0, 16, 1, 3.0
- CCc1ccc(NC(=O)C(C)OC(=O)CCC(=O)c2cccs2)cc1 (stereo not given)
→ -0.5, 3, -1, 26, -2, 0.5, -8, -1, -1.3
- Cc1ccnc(NS(=O)(=O)c2ccc(NC(=O)C34CC5CC(CC(C5)C3)C4)cc2)n1
→ -0.5, 2, 0, -14, -3, -0.1, 14, -3, -1.4
- Cc1ccc(C)c(NC(=S)N/N=C2\CCc3ccccc32)c1
→ -0.9, -2, -9, 27, 0, -0.8, 4, 0, -0.8
- Cc1cccc(-n2c(SCC(=O)O)nc3sc4c(c3c2=O)CCCC4)c1
→ -0.2, 9, 2, 7, 0, -0.3, 18, 4, 1.4
- Cc1cc(NC(=O)c2cn(C3CCCCC3)c(=O)c3c2c2ccccc2n3C)no1
→ 0.9, 3, -6, 28, 1, 1.7, -1, 0, 0.0
- c1ccc2c(SCc3cn4cccnc4n3)ncnc2c1
→ 0.2, 4, 3, -11, -3, 0.0, 24, 2, 0.2

3 entries from above, ordered by their value in Wee1 degr inh, ascending:
smiles | Wee1 degr inh
CC(=O)N1c2c(cc(Br)cc2S(=O)(=O)NCC2COc3ccccc3O2)CC1C (stereo not given) | -3
CCC(=O)NC(Nc1ncc(C)s1)(C(=O)OC)C(F)(F)F (stereo not given) | 0
O=[N+]([O-])c1ccc2oc(-c3cccc(O)c3)nc2c1 | 7

The main list resumes, starting 5 compounds before the break.
Below each compound: TRPML3 ag, BaF3 parental, RBBP9 inhibitor, CHOP inhibitor, Wee1 degr inh, TNF necrop inh, PPC-1+TRAIL kill, Ba/F3 V617F tox, zfTRPN1 agonist
- Cc1ccnc(NS(=O)(=O)c2ccc(NC(=O)C34CC5CC(CC(C5)C3)C4)cc2)n1
→ -0.5, 2, 0, -14, -3, -0.1, 14, -3, -1.4
- Cc1ccc(C)c(NC(=S)N/N=C2\CCc3ccccc32)c1
→ -0.9, -2, -9, 27, 0, -0.8, 4, 0, -0.8
- Cc1cccc(-n2c(SCC(=O)O)nc3sc4c(c3c2=O)CCCC4)c1
→ -0.2, 9, 2, 7, 0, -0.3, 18, 4, 1.4
- Cc1cc(NC(=O)c2cn(C3CCCCC3)c(=O)c3c2c2ccccc2n3C)no1
→ 0.9, 3, -6, 28, 1, 1.7, -1, 0, 0.0
- c1ccc2c(SCc3cn4cccnc4n3)ncnc2c1
→ 0.2, 4, 3, -11, -3, 0.0, 24, 2, 0.2
- CN(C)C(=O)Cn1c(SCC(=O)NC2CCCCC2)nc2ccccc21
→ 0.4, 0, -6, -15, -1, 0.0, 4, -4, 1.1
- O=C(NC(=S)N1CCN(Cc2ccc3c(c2)OCO3)CC1)c1ccc(Cl)cc1
→ 0.2, 1, -9, 14, 4, -0.8, -16, -2, -0.6
- COc1ccc(C(=O)Nc2ccccc2NC(=O)c2ccco2)c(OC)c1
→ 0.1, 6, -4, -7, 8, -0.3, 1, 5, 0.6
- Cc1ccc(OCC(=O)NNC(=O)CSc2nnc(-c3ccc(C)cc3)n2C)cc1
→ 0.3, 8, 3, 54, -1, 0.1, 12, 1, -1.7
- c1ccc(CNc2ncnc3sc4c(c23)CCC4)nc1
→ -0.3, 1, 2, 18, -3, -0.8, -17, 1, 0.6
- COc1ccc(-c2nc3cc(C)ccn3c2NCC2CCCO2)cc1OC (stereo not given)
→ 1.5, 9, -2, /, 1, -4.6, /, 5, 0.0
- COc1ccc(-n2nnnc2/C=C\Nc2ccccc2C(=O)c2ccccc2)cc1
→ -0.4, 8, -19, 12, 0, -12, 12, 5, -0.9
- O=C(CCCN1C(=O)/C(=C/c2cccs2)SC1=S)Nc1ccc(O)c(C(=O)O)c1
→ 0.2, 5, -4, -3, 1, -0.3, 10, 3, 0.3
- Cc1ccccc1Nc1scc(-c2ccc(Cl)cc2)[n+]1-c1ccccc1C
→ -0.1, 2, -8, 28, 2, -1.1, 1, -1, 0.6
- O=C(Nc1cccc(C(F)(F)F)c1)Nc1ccc(N2CCCC2)c(S(=O)(=O)Nc2ccccc2Cl)c1
→ 0.8, 2, 1, 76*, -3, -3.0, 46, -4, -0.3
- O=C(OCC(=O)c1cccs1)c1cccc(C(=O)OCC(=O)c2cccs2)n1
→ -0.7, 8, -13, -18, -3, -1.2, -14, 3, 2.8
- S=C(NCc1ccc(Cl)cc1)NC12CC3CC(CC(C3)C1)C2
→ 0.8, 2, -9, 1, 0, -14, 14, -1, 4.6
- O=C(N/N=C/c1cccc(O)c1)c1ccc(NC(=O)c2cccc([N+](=O)[O-])c2)cc1
→ -0.5, 4, -18, 5, -2, 1.3, -3, 2, -1.3
- Cc1oc(-c2ccc3ccccc3c2)nc1CN(C)C(C)c1ccncn1 (stereo not given)
→ 1.2, 2, -2, 9, 6, -0.9, /, -1, 0.5
- Cc1ccc2c(NC(=O)C3CC3)cccc2n1
→ 0.4, 3, -8, -8, 4, 0.5, 26, 1, 0.4
- O=C(N/N=C/CCc1ccccc1)c1ccccc1
→ -0.3, 9, -6, 3, -2, -0.8, 9, 1, -0.6
- CCOC(=O)c1cc(CC)sc1NC(=O)c1cc(OCC)c(OCC)c(OCC)c1
→ 0.3, 5, -11, 16, -2, -0.9, 3, 0, -0.5
- Cc1cccc(OCc2n[nH]c(=S)o2)c1C
→ 1.0, 0, 3, -1, -1, 0.1, -1, -2, 0.0
- CCOc1ccc(-n2cc(C(=O)Nc3ccc(Cl)cn3)c3cc(OC)c(OC)cc3c2=O)cc1
→ 0.9, 2, -1, 39, 0, -0.1, 30, -2, 0.1
- COc1cc(C(=O)NNc2nc3cc4c(cc3s2)OCO4)cc(OC)c1OC
→ 0.6, 8, -9, 1, 2, -1.0, 8, -2, 0.9
- COc1ccc(C(=O)NNC2CC(=O)N(Cc3ccccc3)C2=O)cc1OC (stereo not given)
→ 1.0, 6, 4, 20, -1, 1.4, 23, 0, 2.0
- CC(C)c1[nH]nc2c1C(C1C=CCCC1)C(C#N)=C(N)O2 (stereo not given)
→ -0.4, -1, 0, 22, -2, -11, 13, 0, 0.5

Entries of single compounds from above. Screens in order: TRPML3 ag	BaF3 parental	RBBP9 inhibitor	CHOP inhibitor	Wee1 degr inh	TNF necrop inh	PPC-1+TRAIL kill	Ba/F3 V617F tox	zfTRPN1 agonist
c1ccc(CNc2ncnc3sc4c(c23)CCC4)nc1 is listed with -0.3	1	2	18	-3	-0.8	-17	1	0.6
O=C(NC(=S)N1CCN(Cc2ccc3c(c2)OCO3)CC1)c1ccc(Cl)cc1 is listed with 0.2	1	-9	14	4	-0.8	-16	-2	-0.6
